Source: PubChem BioAssay (National Center for Advancing Translational Sciences (NCATS))
TrxR1 substrate = rat thioredoxin reductase 1 substrate activity; O89049; purified TrxR1 substrate turnover, NADPH consumption readout; Potency, µM (titrated, usually from 114 µM), inactives show at the top dose activity change, negative = substrate turnover; 390,000 tested, 0.01% active; note: potency is the fitted concentration of half-maximal effect; % is set by controls: 0 for no effect and ±100 for the full control effect; nearly all actives have a fitted effect of over 50% in size
Target sequence (O89049 whole entry, looked up): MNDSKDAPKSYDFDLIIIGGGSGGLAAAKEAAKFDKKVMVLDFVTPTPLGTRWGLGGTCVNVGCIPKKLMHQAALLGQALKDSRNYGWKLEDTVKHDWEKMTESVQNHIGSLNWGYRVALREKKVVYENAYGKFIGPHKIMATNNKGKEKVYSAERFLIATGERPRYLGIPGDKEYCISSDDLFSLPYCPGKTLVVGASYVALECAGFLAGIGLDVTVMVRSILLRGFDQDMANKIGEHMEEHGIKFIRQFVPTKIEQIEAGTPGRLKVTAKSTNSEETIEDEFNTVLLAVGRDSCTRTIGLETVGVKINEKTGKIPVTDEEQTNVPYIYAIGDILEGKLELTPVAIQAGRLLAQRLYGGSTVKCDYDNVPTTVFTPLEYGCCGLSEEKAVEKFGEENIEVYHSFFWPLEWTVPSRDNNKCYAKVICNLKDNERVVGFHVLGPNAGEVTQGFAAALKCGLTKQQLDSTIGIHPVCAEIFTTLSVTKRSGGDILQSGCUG
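Rat TrxR1, dispensed at 90 nM, was prereduced with 400 uM NADPH (final) for 5 min at ~22 deg C, then incubated with compound 15 min before 400 uM selenite. A first-read NADPH fluorescence drop versus no-compound background flagged substrates.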
Pin1 inh = human Pin1 inhibition; Potency, µM (top dose mostly 115 µM), for the others: at the top dose activity, negative = inhibition, actives largely listed as inhibitors; Q13526; Pin1 FP peptide displacement, HiFluor488, 10 min; 390,000 tested, 0.009% active; active = well fitted inhibition curve with a large enough effect in the polarisation, with a control signal flat, not every such curve was filed as active; inconclusive = small, poorly fitted or top-dose-only effect, or effect the other way, or a change in a side signal; inactive = no such curve, though single readings can be large or run the other way; the % refers to the polarisation; note: potency is the fitted concentration of half-maximal effect; % is set by controls: 0 for no effect and ±100 for the full control effect
Target sequence (Q13526 whole entry, looked up): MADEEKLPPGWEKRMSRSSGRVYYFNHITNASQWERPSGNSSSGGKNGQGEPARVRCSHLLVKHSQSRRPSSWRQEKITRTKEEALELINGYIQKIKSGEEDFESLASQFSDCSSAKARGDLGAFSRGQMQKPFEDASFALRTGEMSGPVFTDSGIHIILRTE
TRHR ag = activates the human TRH receptor. TRHR cells, calcium flux fluo-8, FDSS agonist mode. 360,000 tested, 0.18% active. activation, % at 2 µM; in the data active = activation above about 30%; note: 0% is about no effect
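TRHR-expressing cells loaded with fluo-8 calcium dye; 23 nL library compound pin-transferred, kinetic FDSS fluorescence (Ex 480/Em 530) recorded about 180 s for agonist-induced calcium release, before a 10 nM TRH EC20 addition for potentiator mode.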
mIDH1 inhibitor = inhibitors of human mutant IDH1 R132H. O75874. 390,000 tested, 0.093% active. Potency, µM (series often up to 76.6 µM), for the others: top-dose activity change, negative = inhibition, usual class: inhibitors. IDH1-R132H enzyme, NADPH consumption, diaphorase/resazurin fluorescence; note: potency is the fitted concentration of half-maximal effect; % is set by controls: 0 for no effect and ±100 for the full control effect; nearly all actives have a fitted effect of over 65% in size
Target sequence (O75874 whole entry R132H, stated change not applied): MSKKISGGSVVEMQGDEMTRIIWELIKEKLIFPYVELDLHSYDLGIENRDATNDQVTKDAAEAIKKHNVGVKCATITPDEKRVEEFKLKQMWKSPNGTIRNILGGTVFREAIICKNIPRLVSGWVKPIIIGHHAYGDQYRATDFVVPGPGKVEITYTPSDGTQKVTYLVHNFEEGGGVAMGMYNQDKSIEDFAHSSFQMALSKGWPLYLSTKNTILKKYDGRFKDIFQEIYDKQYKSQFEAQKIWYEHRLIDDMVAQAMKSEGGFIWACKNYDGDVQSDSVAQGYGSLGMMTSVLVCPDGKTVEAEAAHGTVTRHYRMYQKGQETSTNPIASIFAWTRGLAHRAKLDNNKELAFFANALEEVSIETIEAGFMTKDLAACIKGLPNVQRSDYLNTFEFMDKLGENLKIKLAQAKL
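IDH1-R132H (0.5 ug/mL) preincubated 30 min with compound, then NADPH (0.016 mM) and alpha-KG (2 mM) added; 80 min at RT, pH 7.5. Remaining NADPH coupled via diaphorase/resazurin to fluorescence (540/590 nm); concentration-response curves normalized to no-enzyme control.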
rTrxR1 inhibitor = inhibitors of rat thioredoxin reductase 1 | O89049 | recombinant rTrxR1, NADPH fluorescence consumption, selenite substrate | Potency, µM (series often up to 114 µM), for inactives: at the top dose activity change, negative = inhibition, hits mostly inhibitors | 390,000 tested, 1% active | AID 588453; note: potency is the fitted concentration of half-maximal effect; % is set by controls: 0 for no effect and ±100 for the full control effect; nearly all actives have a fitted effect of over 65% in size
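Rat TrxR1 (90 nM in the dispensed reagent) was pre-reduced with 400 uM NADPH for 5 min at room temperature, then incubated with compound for 15 min. After 400 uM selenite was added, NADPH fluorescence (Ex 340/Em 450 nm) was followed for 8 min.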
D2 antagonist = antagonizes the human D2 dopamine receptor; P14416; inhibition, % at 10 µM; 340,000 tested, 2% active; AID 485344; HEK293 TREx D2 cells, calcium flux, dopamine EC80; in the data active = inhibition above about 30%; note: 0% is about no effect
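Antagonism is scored as inhibition of an EC80 dopamine-evoked calcium signal in a force-coupled, tetracycline-inducible HEK293 T-REx D2 line, with compound present 180 s before agonist.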
USP1 inh = blocks the human USP1/UAF1 deubiquitinase complex; 390,000 tested, 0.23% active; recombinant USP1/UAF1, Ub-Rhodamine cleavage fluorescence; AID 743255; Potency, µM (doses to about 57.1 µM), for the others: at the highest dose activity change, negative = inhibition, actives largely listed as inhibitors; O94782; note: potency is the fitted concentration of half-maximal effect; % is set by controls: 0 for no effect and ±100 for the full control effect; nearly all actives have a fitted effect of over 60% in size; inactives centre near -12
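In this screen, compounds sit with the deubiquitinase complex (1nM) for 15 min at room temperature before Ub-Rho is added at 150nM final. Fluorescence rise is then followed for 6 reads every 60 seconds.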
TRHR enhancer = allosteric enhancers of human TRH receptor; TRHR cells, fluo-8 calcium fluorescence, EC20 TRH enhancement; enhancement, % at 2 µM; 360,000 tested, 0.66% active; in the data active = enhancement above about 30%; note: 0% is about no effect
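TRHR-expressing cells loaded with fluo-8 calcium dye were read kinetically (ex 480/em 530) during compound addition, then stimulated with an EC20 of TRH (10 nM final). Enhancement of the Gq-mediated intracellular calcium response was scored.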
D2 agonist = agonists of human D2 dopamine receptor; HEK293 T-REx D2 cells, calcium flux agonist mode; activation, % at 2 µM; 340,000 tested, 0.53% active; AID 485358;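 active = activation over 3 SD above normal in the single-dose calcium agonist read, cut at about 30% in these data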; note: 0% is about no effect
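Tetracycline-induced HEK293 Trex cells with D2 receptor force-coupled to calcium signaling, plated overnight at 30 C and loaded with no-wash calcium dye. Calcium flux read kinetically for 180 s after compound addition; responses flag agonists.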
An asterisk follows results filed as active; ? = inconclusive; nt = no result given; [ ] = remark or other dose. Unless noted, calls come from the whole dose curve; as a rule, active = well fitted inhibition curve with a large enough effect; inconclusive = small, poorly fitted or top-dose-only effect; inactive = no such curve, though single readings can be large or run the other way. The list is partial; the hit share may differ from the screen's.

Second line of a record: TrxR1 substrate | Pin1 inh | TRHR ag | mIDH1 inhibitor | rTrxR1 inhibitor | D2 antagonist | USP1 inh | TRHR enhancer | D2 agonist
- c1ccc2c(N3CCCCCC3)nc(-c3ccncc3)nc2c1
 : 5%[57.1 µM] | ? | -0.6 | ? | -9%[57.1 µM] | 18 | ? | -4 | -1.7
- CCOc1ccc(C(=O)N2CCC(C(=O)c3ccc4c(c3)OCCO4)CC2)cc1
 : 2% | 4% | -0.5 | 2% | 7% | 6 | -10% | -3 | 0.2
- CCOC(=O)c1ccc(/[N+]([O-])=C/c2ccccc2)cc1
 : -4% | -7% | 0.0 | 19% | 14% | -5 | -18% | -3 | -0.2
- Cc1ccc(-c2nc3[nH]c(=O)cc(NC(=O)c4cccs4)n3n2)cc1
 : 3% | 11% | -0.1 | 1% | 16% | 4 | -20% | 3 | -0.7
- CCCc1nc2ccccc2c(=O)n1CC(=O)c1ccc(F)cc1
 : 7%[57.1 µM] | 6% | 1.1 | 9% | 7%[57.1 µM] | 13 | -17% | 3 | -1.4
- CCN(CCCNC(=O)Cn1cc2c(n1)CCCC2)c1cccc(C)c1
 : 7%[57.1 µM] | -4% | -0.5 | 8% | 4%[57.1 µM] | 9 | -11% | -8 | -0.5
- CC(C)(C#CC(O)(c1ccccc1)c1ccccc1)N1CCCC1
 : -8% | 1% | 1.7 | 4% | -6% | 1 | -5% | 3 | 0.8
- CC(C)=C1C2CCC1C(C(=O)Nc1sc(C)c(-c3ccc(C(C)C)cc3)c1C(N)=O)C2C(=O)O (stereo unspecified)
 : -7% | ? | 0.3 | 0% | 2% | 1 | -8% | 0 | 0.2
- CN(C)c1ccc(C=C2C(=O)OC(C)(C(C)(C)C)OC2=O)cc1 (stereo unspecified)
 : -7% | 8% | -0.8 | -2% | -27% | -1 | 5% | 5 | -1.3
- O=C(/C=C/c1ccccc1)Oc1cccc(C(=S)N2CCOCC2)c1
 : -17%[57.1 µM] | 1% | 0.2 | 6% | 14%[57.1 µM] | -17 | -22% | -5 | -0.2
- CCOc1ccc(NC(=O)Cn2c(=O)n(CCCC(=O)NCc3ccc4c(c3)OCO4)c(=O)c3ccccc32)cc1
 : -3% | -1% | 1.1 | 0% | 14% | nt | -19% | 7 | 0.2
- CCOc1ccc(Nc2nc(Cc3nnc(SCC(=O)N(CC)CC)n3C)cs2)cc1
 : -15% | -4% | -0.4 | 2% | 11%[57.1 µM] | 23 | 2% | 3 | 0.3
- Cc1cc(/C=C2\SC(=O)N(C)C2=O)c(C)n1-c1ccc(O)cc1
 : -9% | 0% | 0.0 | -3% | -19% | 3 | ? | 3 | -0.9
- Cc1ccccc1-n1ccnc1SCC(=O)O
 : -5% | 3% | 0.9 | 1% | 1% | -3 | -1% | 6 | 0.3
- O=C(CSCc1ccccc1)Nc1nccs1
 : 0% | -1% | 0.6 | 13% | -3% | -6 | -11% | 0 | -1.0

7 compounds from above, reduced to mIDH1 inhibitor, TRHR ag and USP1 inh:
| compound | mIDH1 inhibitor | TRHR ag | USP1 inh |
| --- | --- | --- | --- |
| Cc1ccc(-c2nc3[nH]c(=O)cc(NC(=O)c4cccs4)n3n2)cc1 | 1% | -0.1 | -20% |
| Cc1cc(/C=C2\SC(=O)N(C)C2=O)c(C)n1-c1ccc(O)cc1 | -3% | 0.0 | ? |
| CC(C)(C#CC(O)(c1ccccc1)c1ccccc1)N1CCCC1 | 4% | 1.7 | -5% |
| c1ccc2c(N3CCCCCC3)nc(-c3ccncc3)nc2c1 | ? | -0.6 | ? |
| CC(C)=C1C2CCC1C(C(=O)Nc1sc(C)c(-c3ccc(C(C)C)cc3)c1C(N)=O)C2C(=O)O (stereo unspecified) | 0% | 0.3 | -8% |
| O=C(CSCc1ccccc1)Nc1nccs1 | 13% | 0.6 | -11% |
| CCOC(=O)c1ccc(/[N+]([O-])=C/c2ccccc2)cc1 | 19% | 0.0 | -18% |

(next part)
Second line of a record: TrxR1 substrate | Pin1 inh | TRHR ag | mIDH1 inhibitor | rTrxR1 inhibitor | D2 antagonist | USP1 inh | TRHR enhancer | D2 agonist
- CSCCC(NC(=O)c1ccccc1)C(=O)NC1CC1 (stereo unspecified)
 : 1%[57.1 µM] | 0% | -0.7 | 1% | 4%[57.1 µM] | 11 | -11% | -6 | -0.5
- Cc1cccn2cc(-c3c[nH]c4ccccc34)nc12
 : 147%[activator] | 8% | -0.2 | 9% | 19% | -17 | -25% | -1 | 0.7
- CCCCN=Cc1sc2ccc(OCC)cc2c1O
 : -9% | 6% | -1.3 | 0% | -9% | -1 | -20% | -10 | nt
- O=C1CCCCCN1CP(=O)(O)CN1CCCCCC1=O
 : -3%[57.1 µM] | -7% | 0.8 | 5% | 12%[57.1 µM] | -4 | -8% | -2 | 0.0
- OCC[C@H]1C[C@@H](O)[C@H](O)[C@]2(OCCCc3ccccc32)O1
 : 12%[57.1 µM] | 1% | 0.2 | 17% | 15%[57.1 µM] | 5 | -27% | -2 | 0.5
- CNc1nc(NC)c2cn[nH]c2n1
 : 7%[57.1 µM] | 0% | nt | 2% | 0%[11.4 µM] | nt | -5% | nt | nt
- Cc1ccc2c(c1)N(CCC(=O)NC(C)C)C(=O)CO2
 : -5%[57.1 µM] | 5% | 0.4 | 3% | 17%[57.1 µM] | 11 | -19% | -3 | 1.2
- O=C(Nc1cccc(S(=O)(=O)NC2=NCCC2)c1)c1cc(F)c(F)c(F)c1F
 : -9% | 1% | 0.3 | 6% | -4% | 11 | -20% | -6 | -0.2
- COCCCNC(=O)C1CCC(Cn2c(=O)c3sccc3n(C)c2=O)CC1 (stereo unspecified)
 : 4%[57.1 µM] | -2% | -0.5 | 10% | 15%[57.1 µM] | nt | -4% | 4 | -0.1
- Cc1[nH]n(-c2ccc(Cl)cc2)c(=O)c1C(=O)c1ccccc1
 : -5% | -5% | -1.4 | 2% | 7%[57.1 µM] | -22 | -5% | 3 | -0.4
- CC(=O)Nc1ccc(S(=O)(=O)N(C)CC(=O)Nc2ccc(Br)cc2F)cc1
 : 0% | 5% | -0.4 | 2% | 24% | 7 | 1% | 7 | -0.2
- CCN(CC(=O)NCc1ccc(Cl)cc1)C(=O)/C=C/c1ccc(C#N)cc1
 : 9%[57.1 µM] | 3% | 0.7 | 0% | 24%[57.1 µM] | 0 | -6% | -2 | 1.2
- O=C(COC(=O)c1ccccc1O)NCCc1c[nH]c2ccccc12
 : -6% | -3% | nt | 10% | 3% | nt | -13% | nt | nt
- Cn1c(=O)[nH]c(=O)c2c1nc(CN1CCN(c3ccccc3F)CC1)n2CC(N)=O
 : 7% | 4% | 0.2 | 11% | 24% | -14 | ? | -4 | 1.9
- CC1CCCCN1CCCNC(=O)c1ccc2c(c1)sc1nc(-c3ccc(F)cc3)cn12 (stereo unspecified)
 : -3% | 1% | -0.2 | 2% | -3% | nt | ? | -3 | 0.4
- Cc1cccc(C(=O)Nc2cccnc2Cl)c1
 : 0% | 2% | -0.1 | 6% | 6% | -10 | -8% | -1 | 0.0
- COc1ccc(-n2nnc3c(=O)n(Cc4ccccc4C)cnc32)cc1
 : 0% | 9% | -0.4 | 3% | 25% | 9 | 0% | 1 | 3.2
- COc1cccc(COC(=O)c2ccc(-c3nnn(Cc4ccccc4)n3)cc2)c1
 : -8% | 3% | -2.9 | nt | 13% | nt | -14% | 10 | -1.1
- Cc1ccc(C(=O)NCCNC(=O)COc2ccc(C)c(C)c2)cn1
 : 1% | -1% | 0.3 | 13% | 7% | 0 | -3% | -1 | -0.4
- CC12CCC(=O)N1C(C(=O)NNC(=O)c1ccc(F)cc1)CS2 (stereo unspecified)
 : -7% | 3% | 0.3 | -11% | -2% | -3 | 7% | 16 | 0.6
- COc1ccc(C/C(N)=N/OC(=O)c2ccc(Cl)cc2)cc1
 : 6% | 9% | -2.9 | -8% | 16% | 8 | -11% | -10 | -0.3
- COC(=O)c1c(C)[nH]c(C)c1-c1ccccc1Cl
 : -5% | -2% | -0.7 | 3% | 2%[57.1 µM] | 17 | -15% | -5 | 1.1
- COc1cc(OC)cc(C(=O)N2CCN(Cc3cccc(F)c3)CC2)c1
 : -5% | -7% | -0.1 | 10% | 1% | -3 | 3% | 0 | -0.7
- Cc1cc(C(C)(C)C)cc(S(=O)(=O)NCC(=O)O)c1C
 : -11% | 9% | -0.8 | 0% | -8% | -20 | 1% | 1 | -0.3
- O=S(=O)(NCc1ccccc1)c1ccc(Br)c2nsnc12
 : -4% | 1% | -0.5 | 9% | 1% | -3 | -23% | -1 | -0.4
- O=C(NCCc1ccc(Cl)cc1Cl)c1cc([N+](=O)[O-])c[nH]c1=O
 : -5% | 2% | 0.8 | 7% | 1% | 7 | -3% | -7 | 2.8
- Cc1ccc2nc(NC(=O)c3cc(=O)c4cc(Cl)ccc4o3)sc2c1
 : 10% | -3% | 0.7 | 0% | 35% | nt | -18% | -12 | nt
- CC(=O)N1CCc2cc(S(=O)(=O)N3CC(C)CC(C)C3)ccc21 (stereo unspecified)
 : 2% | -5% | -0.4 | -2% | 9% | -4 | -12% | -7 | -0.8
- COc1ccc(-c2cc(C(=O)Nc3cc(C)ccc3O)no2)cc1
 : 7% | -5% | 2.7 | 5% | 35% | 3 | -24% | 1 | 2.0

Of the compounds above, 2 contain bromine:
Second line of a record: TrxR1 substrate | Pin1 inh | TRHR ag | mIDH1 inhibitor | rTrxR1 inhibitor | D2 antagonist | USP1 inh | TRHR enhancer | D2 agonist
- CC(=O)Nc1ccc(S(=O)(=O)N(C)CC(=O)Nc2ccc(Br)cc2F)cc1
 : 0% | 5% | -0.4 | 2% | 24% | 7 | 1% | 7 | -0.2
- O=S(=O)(NCc1ccccc1)c1ccc(Br)c2nsnc12
 : -4% | 1% | -0.5 | 9% | 1% | -3 | -23% | -1 | -0.4
